Bioassay records from PubChem BioAssay.
TLR9-MyD88 block: TLR9-MyD88 interaction inhibition; Q9NR96+Q99836; CHO BLA complementation TLR9-MyD88, CCF4 FRET ratio; inhibition, % at 4.98 µM; hit rate 0.21% among 340,000; AID 504734;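 active = inhibition above the mean over all tested compounds plus 3 SD, cut at about 21% in these data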;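 also: 0% = DMSO only wells and 100% = clavulanate BLA inhibitor control wells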
SRC3 inh: human NCOA3 inhibition; HEK293 GAL4-SRC3 luciferase reporter, luminescence; inhibition, % at 3.6 µM; hit rate 0.17% among 360,000; AID 588352;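 active = inhibition above a per-campaign cutoff, the mean of all compounds plus 3 SD, cut at about 60% in these data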;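 also: 0% = DMSO-treated cells and 100% = gossypol-treated cells at 36 µM; higher means less SRC3-driven luciferase light from the GAL4 reporter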
NR5A2 inv ag: NR5A2 inverse agonism in reporter assay; inhibition, % at 3.6 µM; O00482; AID 602396; HEK293T StAR-luciferase reporter, LRH-1 transfected, 24 h; hit rate 0.13% among 360,000;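 active = inhibition above the mean inhibition of all tested compounds plus 3 SD, cut at about 73% in these data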;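 also: 0% = DMSO wells and 100% = reporter-only cells lacking LRH-1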
NOD2-RIPK2 inh: blocks binding of human NOD2 to RIPK2; O43353; CHO BLA complementation NOD2-RIPK2, CCF4 ratio; inhibition, % at 4.98 µM; hit rate 0.38% among 360,000; in the data active = inhibition above about 21%;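 also: 0% = vehicle only and 100% = reference blocker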
Target sequence (O43353 whole entry, looked up): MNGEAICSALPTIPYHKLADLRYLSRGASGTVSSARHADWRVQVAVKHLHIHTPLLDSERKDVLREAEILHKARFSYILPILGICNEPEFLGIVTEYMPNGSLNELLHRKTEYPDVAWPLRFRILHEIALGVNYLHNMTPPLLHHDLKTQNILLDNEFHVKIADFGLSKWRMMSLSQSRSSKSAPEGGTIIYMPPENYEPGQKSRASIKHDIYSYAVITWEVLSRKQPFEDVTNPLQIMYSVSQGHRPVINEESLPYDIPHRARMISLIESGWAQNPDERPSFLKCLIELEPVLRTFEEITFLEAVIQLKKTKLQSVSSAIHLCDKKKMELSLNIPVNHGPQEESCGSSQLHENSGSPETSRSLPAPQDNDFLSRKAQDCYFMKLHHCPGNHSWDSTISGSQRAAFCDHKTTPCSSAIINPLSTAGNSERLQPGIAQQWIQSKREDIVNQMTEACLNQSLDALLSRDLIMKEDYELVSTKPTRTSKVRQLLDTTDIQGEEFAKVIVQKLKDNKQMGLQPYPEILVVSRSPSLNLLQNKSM
MC4R antag cAMP: antagonists of human melanocortin 4 receptor (MC4R). P32245. MC4R-expressing cells, MTII-stimulated cAMP, LANCE TR-FRET. inhibition, % at 6.5 µM. hit rate 0.48% among 360,000. AID 540295;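 active = inhibition above its plate's cutoff, the mean of tested wells on that plate plus 3 SD, cut at about 29% in these data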;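 also: 0% = Melanotan II alone and 100% = Melanotan II plus saturating MCL0020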
Target sequence (P32245 whole entry, looked up): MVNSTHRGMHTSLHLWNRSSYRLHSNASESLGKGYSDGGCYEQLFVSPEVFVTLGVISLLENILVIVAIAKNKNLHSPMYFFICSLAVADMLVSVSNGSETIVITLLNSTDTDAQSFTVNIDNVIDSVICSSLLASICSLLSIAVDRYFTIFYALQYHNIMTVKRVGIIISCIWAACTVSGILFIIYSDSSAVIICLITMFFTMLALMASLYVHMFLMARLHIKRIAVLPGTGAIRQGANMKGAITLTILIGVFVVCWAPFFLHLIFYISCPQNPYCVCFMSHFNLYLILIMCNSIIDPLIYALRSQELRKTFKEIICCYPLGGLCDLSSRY
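Test system: U2OS cells stably expressing human melanocortin 4 receptor (MC4R); also added: Melanotan II challenge; compound: 6.5 µM single dose; timing: 30-min compound preincubation, 1-h Melanotan II challenge, 1-h detection, room temperature; signal: Eu-cAMP/anti-cAMP TR-FRET, emission 671 nm; repeats: one well per compound, no replicates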
NCOA2 inhibitor: inhibits human steroid receptor coactivator 2 | Q15596 | HEK293 GAL4-SRC2 luciferase reporter, luminescence | inhibition, % at 9 µM | hit rate 0.17% among 370,000 | AID 651957;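 active = inhibition above the mean inhibition of all tested compounds plus 3 SD, set per campaign, cut at about 52% in these data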;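 also: 0% = DMSO treated cells and 100% = cells given Gossypol at 36 µM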
ABHD5-PLIN5 inh: ABHD5-PLIN5 protein interaction inhibition; Split G. princeps luciferase complementation, luminescence, 4 h; inhibition, % at 4 µM; hit rate 0.78% among 360,000;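 active = inhibition above the mean inhibition across every tested compound plus 3 SD, cut at about 22% in these data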;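 also: 0% = DMSO only wells and the 100% control is not disclosed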
NCOA1 inh: inhibits human SRC1 coactivator. hit rate 0.12% among 360,000. inhibition, % at 3.6 µM. Q15788. HEK293 GAL4-SRC1 luciferase reporter, luminescence. AID 588354;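 active = inhibition above the campaign mean plus 3 SD, with each screening campaign given its own cutoff, cut at about 60% in these data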;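 also: 0% = DMSO treated cells and 100% = gossypol at 36 µM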
NR2F2 inh: NR2F2 (human) inhibition, primary screen; HEK293T NGFI-A luciferase reporter, luminescence; inhibition, % at 8.6 µM; hit rate 0.7% among 370,000; AID 686940;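 active = inhibition above a per-plate cutoff, mean inhibition of test wells between control levels plus 3 SD, cut at about 38% in these data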;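 also: cells cotransfected with COUP-TFII expression vector driving the NGFI-A reporter; 0% = median of COUP-TF2 test wells and 100% = reporter-only cells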
MC4R ag barr: activates human MC4R beta-arrestin recruitment. hit rate 0.98% among 360,000. U2OS MC4R beta-arrestin complementation, luminescence; percent of melanotan II response, DMSO zero. activation, % at 8.9 µM. P32245;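 active = activation above a per-plate cutoff, the mean activation of sample wells on that plate plus 3 SD, cut at about 8% in these data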
LMP1 NFkB inh: reduces LMP1-driven NF-kappaB luciferase signal; LMP1-induced NF-kappaB luciferase reporter cells, luminescence; inhibition, % at 12.5 µM; hit rate 0.69% among 350,000; AID 504558; in the data active = inhibition above about 41%;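 also: 0% = neutral control wells and 100% = reference inhibitor control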
The depositor's hits bear a star; · = no result given. Some of the compounds tested; rates above refer to the full screens.

Results follow in this order: TLR9-MyD88 block	SRC3 inh	NR5A2 inv ag	NOD2-RIPK2 inh	MC4R antag cAMP	NCOA2 inhibitor	ABHD5-PLIN5 inh	NCOA1 inh	NR2F2 inh	MC4R ag barr	LMP1 NFkB inh
- COC(=O)C1=C(c2ccc(OCc3ccccc3)cc2)C[C@@H]2CC[C@H]1N2C(=O)NCCCCc1ccccc1
  -9	-10	-14	-4	14	4	5	-6	-1	0.2	-1
- Cc1ccc2c(c1)C1C[N+](C)(CC(=O)c3ccc(Cl)cc3Cl)CCC1N2C(=O)c1ccc(F)cc1 (stereo not given)
  -2	-35	-66	-1	14	-18	2	-26	-20	-2.3	-8
- COC(=O)C1=C(c2ccc(-c3ccccc3)c(F)c2)C[C@@H]2CC[C@H]1N2C(=O)NC1CC1
  1	9	25	7	10	16	-1	27	19	-1.6	12
- Fc1ccc(NC(=S)N2Cc3ccccc3-n3nncc3C2)cc1
  15	-2	-1	-1	0	4	-13	20	0	0.6	-2
- O=C1NC(=O)C(=Cc2ccsc2)C(=O)N1
  -1	-9	-4	0	12	24	3	-4	20	0.2	-10
- O=C(CNC(=O)OCc1ccccc1)Nc1ccc(Br)cc1C(=O)c1ccccc1
  8	17	-1	10	8	-19	4	-7	8	1.3	7
- O=c1[nH]c(=O)n(Cc2ccco2)c(O)c1C=NC1CCN(Cc2ccccc2)CC1
  ·	8	16	6	-1	0	5	6	4	-2.2	·
- O=C1NC(=O)C(=Cc2ccc3ccccc3c2)C(=O)N1
  4	-17	12	-6	6	-15	16	9	15	-0.9	3
- COC(=O)C1=C(c2ccc3ccccc3c2)C[C@@H]2CC[C@H]1N2C(=O)N1CCC(O)CC1
  -8	-4	-1	1	1	·	1	8	·	-0.9	85*
- CC1(C)C(c2ccccc2)=NC(c2cccnc2)N1O (stereo not given)
  4	10	7	-4	18	5	-9	18	14	3.4	-11
- CC(C)(C)N1Cc2ccccc2C1=N
  -8	3	2	6	3	-2	1	-1	11	1.5	0
- O=c1cccc2n1CC1CC2CN(C(c2ccccc2)c2sc3ncnn3c2O)C1 (stereo not given)
  0	-1	0	-10	17	-21	-3	-15	10	-0.5	2
- CN1C(=O)N(C)C(=O)C2(Cc3cc(NC(=O)c4ccccc4)ccc3N3CCCC32)C1=O (stereo not given)
  3	-42	-22	-5	0	-29	-2	-21	4	-1.3	-5
- Cc1cc(/C=C2\C(=O)NC(=O)N(c3ccc(Br)cc3)C2=O)c(C)n1C
  -10	7	5	-13	16	-2	8	-25	13	-0.3	-2
- CCCC(=O)NC(Oc1ccccc1Cl)C(Cl)(Cl)Cl (stereo not given)
  -7	-16	17	1	-2	5	-3	-16	0	0.9	-3
- Cc1c(C(=O)N2CCC3(CC2)OCCO3)sc2ncnc(N3CCN(c4ccccn4)CC3)c12
  -2	34	-2	-16	8	-3	4	19	3	-0.6	6
- COc1ccc(S(=O)(=O)NC(CC(=O)N2CCC3(CC2)OCCO3)C(C)C)cc1 (stereo not given)
  -2	-2	24	-11	6	17	5	4	-21	-1.5	-17
- COc1ccccc1CC1/C(=N/O)C2CCN1CC2 (stereo not given)
  0	10	-19	5	1	-21	1	-9	2	1.6	6
- CCN1CCN(C(=O)COc2ccc(S(=O)(=O)N(C)Cc3ccccc3)cc2)CC1
  -8	6	9	-3	-2	14	2	8	-16	-1.7	2
- Brc1ccc2c(c1)C(OC1CN3CCC1CC3)c1ccccc1CS2 (stereo not given)
  -14	12	1	-2	3	16	29*	3	12	-0.3	-26
- Cc1c2cnn(CC(=O)N3CCC4(CC3)OCCO4)c(=O)c2c(C)n1Cc1ccccc1
  8	3	2	5	6	0	0	11	8	-2.8	9
- O=C(c1ccc(C(F)(F)F)cc1)C1CCCN(C2CCSCC2)C1 (stereo not given)
  -4	-12	-13	-4	9	-16	2	-12	15	1.4	-59
- N=C1c2ccccc2CN1NC(=O)c1ccco1
  -4	1	5	-4	-2	-31	6	-32	-48	-2.3	5
- O=C1c2ccccc2C(=O)N1Cc1nc2ccccc2c(=O)n1-c1cccnc1
  -14	11	8	-7	15	9	2	0	0	0.4	-2
- Cc1ccc(S(=O)(=O)N2CC2(C)CCl)cc1 (stereo not given)
  -12	25	8	-5	10	-16	3	15	-29	1.2	2
- CC#CP(=O)(OCC)C(O)(c1ccccc1)C(F)(F)F (stereo not given)
  -9	-24	10	3	8	4	7	10	5	-1.6	-4
- CCN(CC)c1ccc(N=Cc2c(O)n(CCC3=CCCCC3)c(=O)[nH]c2=O)cc1
  4	2	3	-2	-1	-18	-5	-2	-2	0.1	4
- CCn1c(C)cc(/C=C2\C(=O)NC(=O)N(c3ccccc3C)C2=O)c1C
  1	4	-9	0	15	6	-3	0	11	-2.5	1
- CCOc1ccc(N2C(=O)/C(=C/c3ccco3)C(=O)NC2=S)cc1
  8	0	-8	-2	-7	·	-3	-6	·	-1.4	-3
- CNS(=O)(=O)c1ccc(N=Cc2c(O)n(-c3ccc(C)cc3)c(=O)[nH]c2=O)cc1
  4	-8	18	5	-3	-50	28*	-39	17	1.9	0
- O=c1[nH]c(O)c(N=Nc2cc(C(F)(F)F)ccc2Cl)c(=O)[nH]1
  4	-17	11	11	5	20	-4	-10	9	-0.9	13
- CN1C2CCC1CC(OC(=O)CCN1CCCC1)C2 (stereo not given)
  -2	7	-8	-15	2	6	6	-4	5	1.0	-5
- COc1ccc2c(c1)NP(=S)(c1ccccc1)N2 (stereo not given)
  -22	-175	-207	-9	1	-62	-21	-105	-41	-0.6	6
- CCOC(=O)Cn1cc(C=C2C(=O)N(C)C(=O)N(C)C2=O)c2ccccc21
  1	-11	11	-2	-1	29	29*	9	6	0.0	-7
- Cc1cccc(N=Cc2c(O)n(C)c(=O)n(C)c2=O)c1
  -8	-4	10	-6	-3	2	-1	-5	4	-1.3	0
- COC(=O)C1=C(c2ccc3ccccc3c2)C[C@@H]2CC[C@H]1N2C
  -5	-4	-13	-1	-8	-1	8	9	-7	-1.0	0
- COc1cccc(CN2CCNCC2)c1
  -1	0	18	-2	6	4	7	-20	-6	0.2	-4
- COc1ccc(-n2nnnc2C(c2cc3ccccc3o2)N2CCC(n3c(=O)[nH]c4ccccc43)CC2)cc1 (stereo not given)
  ·	60	44	-1	·	42	14	37	99*	·	·
- CCc1c(C)nc(N)nc1N1N=C1SCC(=O)OC
  -15	-2	15	-7	10	-21	-8	-20	14	-0.9	-6
- Oc1c(Cl)cccc1Cc1cc(Cl)cc(Cl)c1O
  -3	8	16	2	3	2	3	2	23	2.4	-3
- CCCCCSc1cc(O)c(C(CNC)C(C)C)cc1OC (stereo not given)
  3	6	4	10	4	-16	14	-5	-11	0.4	-5
- O=C(N/N=C/c1c(O)n(Cc2ccc(F)cc2)c(=S)[nH]c1=O)c1ccncc1
  0	-8	-15	-4	5	-1	6	12	-11	0.3	5
- Cc1cccc(NC(=S)N2CC3CC(C2)c2cccc(=O)n2C3)c1C (stereo not given)
  -6	10	-3	-5	13	5	-3	-5	-19	1.1	4
- C[C@]12CC[C@@H](O)CC1=CCC1C2CC[C@@]2(C)C1C[C@@H](F)[C@@H]2O (stereo not given in full)
  -1	-17	-7	0	-4	-5	2	-9	-3	-0.6	-4
- c1ccc(C2NCc3ccccc3-n3cccc32)cc1 (stereo not given)
  3	12	12	3	3	3	-2	6	-23	0.8	-2
- O=[N+]([O-])c1cccc(CN2CC=C(c3ccc(F)cc3)CC2)c1
  2	-7	11	1	-3	-7	-4	-4	-1	0.2	-10
- COP(=O)(NS(=O)(=O)c1ccccc1)OC
  3	6	0	-7	1	19	1	12	-2	-1.9	-3
- O=C(C1CCN(S(=O)(=O)N2CCOCC2)CC1)N1CCC2(CC1)OCCO2
  1	12	-5	1	14	5	-2	-15	-9	3.0	4
- COC(=O)C1=C(c2cc3ccccc3s2)C[C@@H]2CC[C@H]1N2C(=O)NCC1CC1
  -8	5	11	-2	6	8	10	5	17	0.2	-5
- CCCCCn1c(=O)c(C(=O)Nc2ccccc2)c(O)c2ccccc21
  -4	1	-3	11	25	-26	7	4	-18	-1.2	-1

Reformatted with bars between the fields: entries from further up.
SMILES | TLR9-MyD88 block | SRC3 inh | NR5A2 inv ag | NOD2-RIPK2 inh | MC4R antag cAMP | NCOA2 inhibitor | ABHD5-PLIN5 inh | NCOA1 inh | NR2F2 inh | MC4R ag barr | LMP1 NFkB inh
CCc1c(C)nc(N)nc1N1N=C1SCC(=O)OC | -15 | -2 | 15 | -7 | 10 | -21 | -8 | -20 | 14 | -0.9 | -6
Oc1c(Cl)cccc1Cc1cc(Cl)cc(Cl)c1O | -3 | 8 | 16 | 2 | 3 | 2 | 3 | 2 | 23 | 2.4 | -3
CCCCCSc1cc(O)c(C(CNC)C(C)C)cc1OC (stereo not given) | 3 | 6 | 4 | 10 | 4 | -16 | 14 | -5 | -11 | 0.4 | -5
O=C(N/N=C/c1c(O)n(Cc2ccc(F)cc2)c(=S)[nH]c1=O)c1ccncc1 | 0 | -8 | -15 | -4 | 5 | -1 | 6 | 12 | -11 | 0.3 | 5
Cc1cccc(NC(=S)N2CC3CC(C2)c2cccc(=O)n2C3)c1C (stereo not given) | -6 | 10 | -3 | -5 | 13 | 5 | -3 | -5 | -19 | 1.1 | 4
C[C@]12CC[C@@H](O)CC1=CCC1C2CC[C@@]2(C)C1C[C@@H](F)[C@@H]2O (stereo not given in full) | -1 | -17 | -7 | 0 | -4 | -5 | 2 | -9 | -3 | -0.6 | -4
c1ccc(C2NCc3ccccc3-n3cccc32)cc1 (stereo not given) | 3 | 12 | 12 | 3 | 3 | 3 | -2 | 6 | -23 | 0.8 | -2
O=[N+]([O-])c1cccc(CN2CC=C(c3ccc(F)cc3)CC2)c1 | 2 | -7 | 11 | 1 | -3 | -7 | -4 | -4 | -1 | 0.2 | -10
COP(=O)(NS(=O)(=O)c1ccccc1)OC | 3 | 6 | 0 | -7 | 1 | 19 | 1 | 12 | -2 | -1.9 | -3
O=C(C1CCN(S(=O)(=O)N2CCOCC2)CC1)N1CCC2(CC1)OCCO2 | 1 | 12 | -5 | 1 | 14 | 5 | -2 | -15 | -9 | 3.0 | 4
COC(=O)C1=C(c2cc3ccccc3s2)C[C@@H]2CC[C@H]1N2C(=O)NCC1CC1 | -8 | 5 | 11 | -2 | 6 | 8 | 10 | 5 | 17 | 0.2 | -5
CCCCCn1c(=O)c(C(=O)Nc2ccccc2)c(O)c2ccccc21 | -4 | 1 | -3 | 11 | 25 | -26 | 7 | 4 | -18 | -1.2 | -1
